pPAFAH inh: inhibitors of human plasma PAF acetylhydrolase (pPAFAH) | Q13093 | recombinant pPAFAH, FP-rhodamine probe fluorescence polarization | inhibition, % at 3.39 µM | actives 1.5% (n = 330,000);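 active = inhibition above the mean inhibition across the screen plus 3 SD, cut at about 25% in these data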;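 also: inhibitors block binding of the rhodamine activity-based probe so polarization drops; 0% = enzyme with DMSO and 100% = wells lacking pPAFAH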
LYPLA1 counter: counter-screen for PME1 inhibitors: inhibitors of human LYPLA1; O75608; recombinant LYPLA1, FP-Rh probe fluorescence polarization; inhibition, % at 5.9 µM; actives 0.16% (n = 320,000);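 active = inhibition above the mean of all tested compounds plus 3 SD, set per campaign, cut at about 14% in these data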;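 also: inhibitors block serine hydrolase probe labeling of LYPLA1 so polarization falls; 0% = enzyme with DMSO and 100% = wells lacking LYPLA1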
Target sequence (O75608 whole entry, looked up): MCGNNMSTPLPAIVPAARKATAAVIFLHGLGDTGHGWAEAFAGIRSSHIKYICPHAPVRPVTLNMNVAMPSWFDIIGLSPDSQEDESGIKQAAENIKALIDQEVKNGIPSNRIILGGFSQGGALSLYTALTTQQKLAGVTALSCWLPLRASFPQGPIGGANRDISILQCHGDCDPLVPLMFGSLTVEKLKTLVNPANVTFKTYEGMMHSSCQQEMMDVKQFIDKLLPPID
PREPL inhibitor: inhibitors of human prolyl oligopeptidase-like enzyme PREPL | Q4J6C6 | recombinant PREPL, fluorescence polarization activity-based probe | inhibition, % at 5.96 µM | actives 0.68% (n = 320,000); in the data active = inhibition above about 43%;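 also: 0% = enzyme with DMSO and 100% = wells lacking enzyme; many of its hits are not listed in these tables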
GSTO1 counter: GSTO1 inhibition, counter-screen for RBBP9 inhibitors; P78417; recombinant GSTO1, activity-based probe fluorescence polarization; inhibition, % at 5.96 µM; actives 1.1% (n = 300,000);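 active = inhibition above the campaign mean inhibition plus 3 SD, cut at about 35% in these data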;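 also: 0% = GSTO1-1 with DMSO and 100% = wells lacking GSTO1-1 enzyme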
LYPLA2 inh: LYPLA2 (human) inhibition in PME1 counter-screen. O95372. recombinant LYPLA2, FP-Rh probe fluorescence polarization. inhibition, % at 5.9 µM. actives 0.38% (n = 320,000). AID 2177;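 active = inhibition above the screen-wide mean plus 3 SD, limit set per campaign, cut at about 26% in these data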;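 also: 0% = LYPLA2 with DMSO and 100% = wells lacking LYPLA2 enzyme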
PAFAH1B2 FP inh: inhibitors of human PAFAH1B2. P68402. recombinant PAFAH1B2, FP-rhodamine activity probe, fluorescence polarization. inhibition, % at 3.39 µM. actives 1.2% (n = 340,000);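 active = inhibition above the mean of all tested compounds plus 3 SD, cut at about 24% in these data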;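 also: 0% = enzyme with DMSO and 100% = wells lacking PAFAH1B2; many of its hits are not listed in these tables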
PAFAH1B3 FP inh: inhibitors of human PAFAH1B3. Q15102. recombinant PAFAH1B3, FP-rhodamine probe, fluorescence polarization. inhibition, % at 3.39 µM. actives 0.28% (n = 340,000). AID 492972;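 active = inhibition above the screen-wide average of all tested compounds plus 3 SD, cut at about 25% in these data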;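 also: 0% = enzyme with DMSO only and 100% = wells lacking PAFAH1B3 protein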
PAFAH2 FP inh: inhibitors of human PAFAH2. recombinant PAFAH2, FP-rhodamine activity probe, fluorescence polarization. actives 0.99% (n = 340,000). Q99487. inhibition, % at 3.39 µM;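 active = inhibition above the mean over all tested compounds plus 3 SD, cut at about 30% in these data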;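 also: inhibitors block probe labeling of enzyme so polarization drops; 0% = enzyme with DMSO and 100% = wells lacking PAFAH2 protein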
PAD4 FP inh: blocks human protein arginine deiminase 4 | Q9UM07 | recombinant PAD4, RCA probe fluorescence polarization | inhibition, % at 6.36 µM | actives 0.41% (n = 330,000) | AID 485272;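 active = percent inhibition above a cutoff equal to the mean of all tested compounds plus 3 SD, cut at about 15% in these data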;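 also: 0% = PAD4 with RCA probe and DMSO and 100% = probe without PAD4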
Target sequence (Q9UM07 whole entry, looked up): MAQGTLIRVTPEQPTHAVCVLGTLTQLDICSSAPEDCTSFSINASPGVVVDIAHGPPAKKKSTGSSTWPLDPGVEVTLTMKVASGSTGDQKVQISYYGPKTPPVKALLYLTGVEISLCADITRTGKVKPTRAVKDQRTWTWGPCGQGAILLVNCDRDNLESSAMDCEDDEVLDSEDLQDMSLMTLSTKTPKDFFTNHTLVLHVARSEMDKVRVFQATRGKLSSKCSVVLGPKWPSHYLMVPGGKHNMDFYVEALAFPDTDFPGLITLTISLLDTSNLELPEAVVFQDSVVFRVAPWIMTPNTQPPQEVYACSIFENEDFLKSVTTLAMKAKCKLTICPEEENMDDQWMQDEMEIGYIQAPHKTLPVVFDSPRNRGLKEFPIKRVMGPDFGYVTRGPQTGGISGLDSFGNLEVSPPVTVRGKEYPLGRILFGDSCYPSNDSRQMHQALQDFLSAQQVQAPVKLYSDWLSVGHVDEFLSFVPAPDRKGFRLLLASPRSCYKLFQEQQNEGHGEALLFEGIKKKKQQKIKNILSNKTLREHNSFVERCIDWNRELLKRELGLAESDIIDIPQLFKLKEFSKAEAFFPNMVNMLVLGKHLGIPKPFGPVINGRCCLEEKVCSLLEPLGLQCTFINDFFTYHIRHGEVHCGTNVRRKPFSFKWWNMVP
* = called active by the depositor; nt = not tested or not shown.

structure	PREPL inhibitor	pPAFAH inh	GSTO1 counter	PAFAH1B3 FP inh	PAFAH2 FP inh	LYPLA2 inh	PAD4 FP inh	LYPLA1 counter	PAFAH1B2 FP inh
Cc1ccc(C(=O)NCC(=O)Nc2cccc(C(F)(F)F)c2)cc1	-4	2	-4	7	-2	8	6	3	-3
CS(=O)(=O)N1CCC(C(=O)NCc2ccc(F)cc2)CC1	-13	5	2	6	-4	0	-1	1	5
CCCCCC(=O)Nc1ccccc1N1CCOCC1	1	-3	32	4	-3	1	-3	1	5
Cc1cc(NC(=O)c2cc(-c3ccncc3)nc3c(C)cccc23)no1	16	8	-6	-4	2	-4	-12	-7	-5
CCc1ccc(C(=O)NNC(=O)c2c(CC)noc2C)cc1	13	-2	0	3	1	4	-2	-1	2
COc1ccc(Oc2c(Cl)cnn(-c3ccccc3)c2=O)cc1	-14	5	9	8	-5	4	-1	0	5
Cc1ccc(S(=O)(=O)N/N=C\c2ccc3c(c2)OCO3)cc1C	-10	10	2	3	5	0	-3	1	2
CC1Sc2ccc(S(=O)(=O)CCC(=O)N3CCc4ccccc43)cc2NC1=O (centres undefined)	-4	8	28	5	-3	7	-1	1	2
Cn1nc(C(=O)OCC(=O)c2ccc[nH]2)c2ccccc2c1=O	14	-2	-2	11	-1	8	-4	-1	-2
COc1ccc(CN2CCNC(=O)C2CC(=O)N(C)C2CCOCC2)c(F)c1 (centres undefined)	13	5	1	10	-5	7	4	4	2
COc1ccc(CC(=O)NCc2nc(-c3ccccc3)no2)cc1	0	11	8	0	-4	4	-2	1	3
CN(Cc1ccccc1)S(=O)(=O)c1ccc(NC(=O)C2CCCCC2C(=O)O)cc1 (centres undefined)	0	5	nt	6	1	nt	-3	nt	8
Cc1cccc(OCC(=O)Nc2cccc3nsnc23)c1	17	2	2	5	4	-8	1	-5	-4
COc1cc(OC)cc(C(=O)Nc2cc(NC(=O)c3ccco3)ccc2OC)c1	6	4	4	-4	0	-4	-4	-2	-4
COc1cc(/C=C/C(=O)NCC2CCCCC2)cc(OC)c1OC	4	5	6	4	4	2	-5	0	2
C#CCNC(=O)C1=C[C@H](c2cn(C(C)=O)c3ccccc23)C[C@H](OCc2ccc(CO)cc2)O1	13	1	2	0	0	-2	4	-3	4
Cc1ccc(C(=O)Nc2ccc(N3CCN(C)CC3)cc2)cc1C	3	7	-3	2	-10	3	-4	2	1
CC1CC(C)CN(S(=O)(=O)c2ccc(NC(=O)C3CSC4(C)CCC(=O)N34)cc2)C1 (centres undefined)	4	-1	4	3	0	4	4	3	-3
O=C(/C=C1\SC(=O)N(CC(=O)Nc2ccc(Cl)cc2)C1=O)Nc1ccc(F)cc1	14	2	4	2	-4	4	-1	2	6
O=C(NNC(=O)C1CC2CCC1C2)c1sc2ccccc2c1Cl (centres undefined)	13	2	4	-10	-4	3	2	0	-1
CCN(CC(=O)Nc1c(F)cccc1F)C(=O)/C=C/c1ccc2ccccc2n1	-1	40*	62*	6	15	2	-3	-5	-1
CCC(CO)NCc1ccc2c(c1)n(C)c(=O)n2C (centres undefined)	14	-5	1	-2	0	0	2	-4	0
COc1ccc(NC(=O)c2sccc2-n2cccc2)cc1	-2	3	18	-2	-1	3	-2	-2	0
Cc1oc(-c2ccccc2)cc1C(=O)Nc1ccccc1	-1	2	1	3	-1	10	2	2	2
O=c1c2ccccc2c(C=Nc2cccc(S(=O)(=O)NC3=NCCCCC3)c2)c(O)n1Cc1ccccc1	3	0	-38	-5	-21	-18	-8	-14	-5
COc1ccc(CCNC(=O)CSc2nc(-c3ccc(OC)c(OC)c3)ccc2C#N)cc1	5	-2	1	-1	-8	-14	0	-12	1
CC(=O)Nc1ccc(S(=O)(=O)N[C@@H](C)C(=O)N(C)Cc2cccs2)cc1	1	-3	nt	-8	4	0	2	1	-3
Cc1cc(NC(=O)CN2CCOCC2)n(-c2nc3ccccc3s2)n1	-2	1	34	nt	nt	3	-7	2	nt
Cc1oc(-c2cccs2)nc1CS(=O)CC(=O)NCCCOC(C)C (centres undefined)	4	15	7	8	-3	8	-3	5	2
CCc1cccc(NC(=O)Cn2c3[n+](c4ccc(C(F)(F)F)cc42)CCCCC3)c1	-12	4	-2	-2	-4	0	-4	0	-4
COC(=O)C(C(=O)OC)C(C(=O)OC)C(C(=O)OC)C(=O)OC	-2	3	-3	-3	3	1	1	-1	3
Cc1ccc(-c2ccc(CO)o2)cc1N	-4	3	5	11	7	2	-3	0	1
O=C(Nc1ccc(F)cc1)c1ccccc1	5	2	0	-5	-1	-1	1	0	4
Clc1ccc(-c2nc3n(n2)Cc2ccccc2-3)cc1	11	-3	1	9	0	-2	-2	-5	0
Cc1ccc(SCC(=O)N(C)CC(=O)Nc2cccc(F)c2)cc1	-2	0	6	7	3	5	1	-2	8
COC(=O)CN1C(=O)C(O)(CC(=O)c2cccc(Br)c2)c2ccccc21 (centres undefined)	1	-1	1	-2	5	8	-5	1	-1
CCCCc1cc(=O)oc2cc(C)cc(OC(C)C(=O)NC(Cc3c[nH]c4ccc(O)cc34)C(=O)O)c12 (centres undefined)	16	4	-13	-3	0	6	-5	3	0
O=C(NNC(=O)c1nn(-c2ccc(F)cc2)ccc1=O)Nc1cccc(Cl)c1	-3	14	-1	nt	nt	-3	1	-2	nt
Cc1sc2nc(CSCC(=O)Nc3ccccc3C#N)[nH]c(=O)c2c1C	14	14	-3	2	-11	-3	-5	-6	0
CC(C)CCNC(=O)NC(=O)COC(=O)C1=COCCO1	19	1	4	2	7	2	-8	4	0
C=CCn1c(=O)c(C(=O)Nc2ccc(C)cc2)c(O)c2ccccc21	-3	2	6	3	-4	0	-1	1	0
O=C(C1=C[C@@H](c2ccc3c(c2)OCO3)C[C@@H](OCc2ccc(CO)cc2)O1)N1CCOCC1	50*	7	5	-3	-5	8	-3	0	4
Cc1ccc(-c2nnc(N3CCCCCC3)c3ccccc23)cc1	4	7	-1	3	-5	2	-1	2	-1
Cc1csc(NC(=O)Nc2ccccc2[N+](=O)[O-])n1	10	-2	-2	10	6	4	-4	4	3
c1ccc(Oc2nc(NCc3ccco3)nc(NCc3ccco3)n2)cc1	13	-2	-1	-2	-1	7	2	1	-3
CC(C)OC(=O)c1c(NC(=O)CCC(=O)O)sc2c1CCCCC2	8	15	9	8	-8	-4	0	0	6
Cc1nc2ccccn2c1C(=O)N/N=C/c1ccc([N+](=O)[O-])cc1	-2	1	11	nt	nt	-3	-4	1	nt
N#C/C(=C\c1ccc(/C=C(/C#N)c2nn(CCO)c(N)c2C#N)cc1)c1nn(CCO)c(N)c1C#N	6	2	-26	-6	-14	16	-7	1	-5
CC(C)CC(=O)Nc1nnc(SCC(=O)NCC2CCCO2)s1 (centres undefined)	-4	-1	2	4	1	2	1	2	6
CCOC(=O)CCc1c(C)c2ccc(O)cc2oc1=O	16	-2	-3	10	2	-2	2	-1	1
Cc1ccccc1CS(=O)(=O)c1cn(CC(=O)N2CCOCC2)c2ccccc12	-2	4	1	-2	2	-3	-2	4	7
COc1ccc(NC(=S)N2CCCC2c2ccc(OC)c(OC)c2)cc1 (centres undefined)	11	10	0	1	-2	1	-1	-3	0
COC(=O)CCCC1=CC2=C(c3ccccc3)C(=O)C(C)(OC(=O)C3CCCC3)C(=O)C2=CN1c1ccc(OC)cc1 (centres undefined)	16	9	40*	2	-7	3	-11	3	1
CCn1cc(CN2CCc3c([nH]c4ccccc34)C2c2ccc(F)c(OC)c2)c(C)n1 (centres undefined)	5	-1	2	1	0	-5	0	-4	2
COc1ccc2c(ccc[n+]2CC(=O)c2ccc(C)cc2)c1	9	1	2	9	1	6	-6	2	0
CC(NC(=O)Cc1cccs1)C(c1cccs1)N1CCN(c2ccccc2F)CC1 (centres undefined)	-2	10	-1	4	3	5	-6	-1	1
CN(C)c1nc2n(c(=O)n1)CCO2	-3	2	2	-1	3	1	-2	4	1
COc1ccc(-c2cc(C(F)(F)F)nc(SCC(=O)Nc3cc(C)on3)n2)cc1	5	5	-10	1	0	6	-4	2	-3
O=C(Cn1nc(-c2ccccc2)ccc1=O)NCCN1CCN(c2cccc(Cl)c2)CC1	-44	1	-1	1	2	2	1	2	5
COC(=O)c1ccc(Nc2cc(C)nc3ccccc23)cc1	7	-6	-9	4	-6	-3	-3	1	-3

(further entries)
structure	PREPL inhibitor	pPAFAH inh	GSTO1 counter	PAFAH1B3 FP inh	PAFAH2 FP inh	LYPLA2 inh	PAD4 FP inh	LYPLA1 counter	PAFAH1B2 FP inh
Cc1cc(N2CCN(S(=O)(=O)c3ccc(C)c(C)c3)CC2)c2ccccc2n1	-14	-1	-3	6	0	1	1	-7	0
CCOC(=O)c1oc2cc(OCC(=O)OC)ccc2c(=O)c1-c1ccc(OC)c(OC)c1	1	1	2	3	5	4	0	2	4
COc1ccc(NC(=O)COC(=O)CCc2nc3ccccc3c(=O)[nH]2)cc1Cl	1	4	nt	2	1	nt	3	nt	-3
COc1ccc(/C=N/n2c(C)nc3c([nH]c4ccccc43)c2=O)cc1CN1CCCC(C)(C)C1	4	-1	7	9	0	-6	0	1	-2
O=C(Nc1nnc(Cc2ccccc2)s1)c1cnccn1	15	0	1	3	0	6	-3	3	8
OCCNC(=S)Nc1cc(Cl)cc(Cl)c1	11	-9	10	7	3	-9	-5	-2	4
CCCC12CN3CCN(CC(C3)/C1=N\NC(=O)Nc1ccccc1)C2	8	1	-4	-1	-12	5	0	0	2
Cc1ccc(S(=O)(=O)N2CCCCC2)cc1NC(=O)C1CC1	8	0	nt	7	2	nt	-1	nt	3
Cc1csc(NC(=O)C2=NN(c3ccccc3)C(=O)CC2)n1	22	0	-5	4	5	7	0	1	5
c1ccc(-c2nnc(SCc3nnc(-c4cccs4)o3)o2)cc1	-2	-2	-1	1	-7	16	-12	0	3
CCOC(=O)c1[nH]c(C)c(C(=O)Nc2ccc(C)c(F)c2)c1C	8	4	-5	-1	0	7	-4	0	0
CCSc1nnc(CNC(=O)c2ccccc2F)n1-c1ccccc1OC	11	-4	-6	4	5	-7	0	-4	0
O=S(=O)(NC1CCCC1)c1ccccc1Br	2	4	5	13	-6	2	0	3	2
C/C(=N\NS(=O)(=O)c1ccc(C)c([N+](=O)[O-])c1)c1cc2ccccc2o1	5	1	2	7	0	4	3	1	3
CN(CC(=O)NC1CCN(Cc2ccccc2)CC1)S(=O)(=O)c1ccc(Br)s1	15	-2	-2	8	16	5	-4	3	7
Cc1cc(C)c2c(N)c(C(=O)N3CCCCCC3)sc2n1	5	6	0	8	-1	-4	2	1	7
CC12CCC(=O)N1C(C(=O)Nc1cc(C(F)(F)F)ccc1N1CCOCC1)CS2 (centres undefined)	8	1	-3	10	2	-4	-3	0	1
O=C(O)c1cc(S(=O)(=O)NCCN2CCNC2=O)ccc1O	-9	-4	14	11	-5	3	-3	-4	3
COC(=O)[C@H](CC(C)C)N(Cc1ccccc1)S(=O)(=O)N(Cc1ccc(OC)cc1)[C@@H](CC(C)C)C(=O)OC	1	1	nt	2	7	nt	7	nt	5
Cc1cc(C)n(C(=O)CCCCCCCCC(=O)n2nc(C)cc2C)n1	0	3	2	-3	1	0	-5	2	-2
COc1ccc(CCNC(=O)c2ccc(OC)c(OC)c2)cc1OC	0	1	7	7	-4	-3	-5	0	-2

The list is partial (hit frequency here may not be typical).
